# Bioassay records (PubChem BioAssay)
# APE1 inh: APE1 (human) endonuclease inhibition; recombinant APE1, TAMRA/BHQ-2 abasic DNA cleavage fluorescence; AID 2517; 350,000 tested, 0.35% active; Potency, µM (top dose mostly 65.8 µM), for inactives: at the top dose activity change, negative = inhibition, hits mostly inhibitors;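 also: plate controls were vehicle for no effect and reference inhibitor for full effect; nearly all actives have a fitted effect of over 55% in size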
#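 0.75 nM APE1 + cpd, 15 min RT; start w/ 50 nM TAMRA/BHQ-2 THF-abasic dsDNA; kinetic fluor 525/598 nm ×3 reads @60 s; Δ(read3−read1); normalized to DMSO and NSC13755 control wells.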
# Anesthetic bind: binds horse apoferritin like a general anesthetic. P02791. apoferritin/1-aminoanthracene competitive binding, fluorescence. Potency, µM (series often up to 77.5 µM), for inactives: at the highest dose activity change, negative = displacement, usual class: inhibitors. 350,000 tested, 0.074% active; also: % is scaled to controls: 0 for no effect and ±100 for the full control effect; nearly all actives have a fitted effect of over 20% in size
#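 Horse-spleen apoferritin (10 uM) was mixed with 50% saturated 1-aminoanthracene in PBS, exposed to compounds for 10 min at room temperature, and read for fluorescence (ex 380 nm, em 535 nm). Competitive displacement was fitted with a four-parameter Hill equation.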
# BAZ2B block: blocks human BAZ2B | Potency, µM (top dose mostly 114 µM), inactives show top-dose activity change, negative = inhibition, hits mostly inhibitors | Q9UIF8 | AID 504333 | AlphaScreen BAZ2B-H3K14Ac peptide displacement | 360,000 tested, 4.4% active; also: % is scaled to controls: 0 for no effect and ±100 for the full control effect; nearly all actives have a fitted effect of over 60% in size
#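 Compounds, titrated to a top concentration of 110 uM, were incubated 30 min at room temperature with preformed BAZ2B/acetyl-K14 H3 peptide complex (50 nM each). Proximity signal was measured by AlphaScreen after 20 min with beads.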
# POLI inh: inhibitors of human DNA polymerase iota; Pol iota fluorescent replication assay, 10 min; Potency, µM (titrated, usually from 115 µM), without a hit: top-dose activity, negative = inhibition, hits mostly inhibitors; 390,000 tested, 1% active
#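 Fluorescent replication assay read twice, at 0 min and 10 min after adding 50 nM (final) substrate. Enzyme (10 nM) and compounds were first incubated 15 min at room temperature; enzyme-free buffer wells were negative controls.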
# BLM inh: blocks DNA unwinding by human BLM helicase; 350,000 tested, 0.2% active; AID 2528; recombinant BLM DNA unwinding, fluorescence dequenching; P54132; Potency, µM (highest dose often 56.1 µM), for inactives: top-dose activity change, negative = inhibition, usual class: inhibitors;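 also: plate controls were vehicle for no effect and no enzyme for full effect; nearly all actives have a fitted effect of over 35% in size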
# POLH inh: DNA polymerase eta (human) inhibition; recombinant Pol eta, fluorescent DNA replication assay; Potency, µM (highest dose often 114 µM), without a hit: at the highest dose activity change, negative = inhibition, most hits filed as inhibitors; 390,000 tested, 1.2% active; also: % is scaled to controls: 0 for no effect and ±100 for the full control effect
# Target sequence (Q9Y253 whole entry, looked up): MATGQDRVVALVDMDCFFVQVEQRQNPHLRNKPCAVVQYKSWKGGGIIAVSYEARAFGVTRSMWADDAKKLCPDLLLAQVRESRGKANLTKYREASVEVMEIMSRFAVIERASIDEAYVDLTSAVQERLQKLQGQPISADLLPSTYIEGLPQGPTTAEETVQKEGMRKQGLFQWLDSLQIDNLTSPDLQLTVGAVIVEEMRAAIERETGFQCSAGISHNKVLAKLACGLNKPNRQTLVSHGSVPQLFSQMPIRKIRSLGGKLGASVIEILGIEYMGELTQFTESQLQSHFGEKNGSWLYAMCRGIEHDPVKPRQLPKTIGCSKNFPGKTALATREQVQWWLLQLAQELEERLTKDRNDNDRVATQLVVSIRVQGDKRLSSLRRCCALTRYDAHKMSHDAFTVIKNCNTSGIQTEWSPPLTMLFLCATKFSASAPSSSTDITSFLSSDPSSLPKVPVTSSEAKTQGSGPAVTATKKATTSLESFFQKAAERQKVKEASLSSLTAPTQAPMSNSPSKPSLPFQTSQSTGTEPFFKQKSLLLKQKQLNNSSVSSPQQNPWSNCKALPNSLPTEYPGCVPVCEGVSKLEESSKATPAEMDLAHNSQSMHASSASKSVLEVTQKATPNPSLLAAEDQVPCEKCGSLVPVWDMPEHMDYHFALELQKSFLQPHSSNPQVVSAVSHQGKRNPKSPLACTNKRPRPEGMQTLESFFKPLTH
#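 Pol eta at 10 nM preincubated with compounds 15 min at room temperature; reaction started with fluorescent substrate (50 nM final) and read kinetically at 0 and 10 min.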
# Pol beta inh: inhibitors of human DNA polymerase beta; P06746; Pol beta primer extension/strand displacement, fluorescence kinetic; Potency, µM (doses to about 114 µM), without a hit: top-dose activity change, negative = inhibition, usual class: inhibitors; 340,000 tested, 1.3% active; AID 485314; also: % is scaled to controls: 0 for no effect and ±100 for the full control effect
#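 Curves were derived by four-parameter Hill fits of normalized qHTS data. The kinetic fluorescent primer-extension read was taken at 0 and 10 min after 50 nM substrate, following a 15 min room-temperature preincubation of 10 nM enzyme with compounds.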
# Pol kappa inh: blocks human DNA polymerase kappa activity | 400,000 tested, 0.53% active | Q9UBT6 | AID 588579 | purified Pol kappa, fluorescent DNA synthesis assay, 10 min | Potency, µM (doses to about 107 µM), inactives show at the top dose activity, negative = inhibition, actives largely listed as inhibitors; also: % is scaled to controls: 0 for no effect and ±100 for the full control effect
#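 First, compounds were pin-transferred onto 10 nM Pol kappa. After 15 min at room temperature, substrate was added to 50 nM final. Fluorescence was then measured kinetically at 0 and 10 min.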
# G9a block: blocks human histone lysine methyltransferase G9a | Q96KQ7 | Potency, µM (highest dose often 102 µM), without a hit: at the highest dose activity, negative = inhibition, actives largely listed as inhibitors | 350,000 tested, 8.8% active | G9a H3K9 monomethylation, AlphaScreen, 2 h; also: % is scaled to controls: 0 for no effect and ±100 for the full control effect; nearly all actives have a fitted effect of over 75% in size
# Target sequence (Q96KQ7 913-1193 limits assumed): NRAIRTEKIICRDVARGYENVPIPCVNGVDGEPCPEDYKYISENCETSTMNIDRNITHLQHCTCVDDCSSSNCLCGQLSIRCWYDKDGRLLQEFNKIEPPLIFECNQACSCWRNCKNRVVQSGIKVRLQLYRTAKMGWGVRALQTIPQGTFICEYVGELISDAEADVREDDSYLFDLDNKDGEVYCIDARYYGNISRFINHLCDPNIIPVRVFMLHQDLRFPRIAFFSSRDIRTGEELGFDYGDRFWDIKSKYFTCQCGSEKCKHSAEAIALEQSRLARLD
#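 AlphaScreen read-out: biotin-H3K9 peptide (500 nM) methylation by 20 nM enzyme with 20 uM SAM, 2 h at room temperature after 15 min compound preincubation; anti-monomethyl H3K9 antibody plus donor/acceptor beads, 10 min dark.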
# Starred values were filed as active, the others as inactive; ? = inconclusive; . = no result given; & = joins results of further samples; [ ] = dose if it differs, or a comment. Calls follow the shape of the dose curve; as a rule, active = well fitted curve in the direction sought with a large enough effect; inconclusive = small, poorly fitted or top-dose-only effect, or another doubt; inactive = no such curve, though single readings can be large; an effect the other way counts as inactive or inconclusive. Potency is read from the fitted curve at half-maximal effect. Not all compounds are listed; the hit share may differ from the screen's.
cpd | Molecule | APE1 inh | Anesthetic bind | BAZ2B block | POLI inh | BLM inh | POLH inh | Pol beta inh | Pol kappa inh | G9a block
1 | COc1cc(OC)cc(C(=O)NNC(=O)CCc2ccccc2)c1 | 29% | -7% | -6% | -2% | 1% | -6% | 8% | 1% | .
2 | COC(=O)c1ccc(Oc2nc(NC(C)(C)C)nc(N3CCOCC3)n2)cc1 | -4% | -2% | -1% | . | -2% | . | -2% | . | 19%
3 | CCCn1c(SCC(=O)Nc2c(C)cccc2C)nnc1C(C)C | -4% | -8% | 3% | 8% | 2% | -10% | 1% | 3% | 12%
4 | COc1ccccc1N1CCN(C(=O)C2CCN(S(=O)(=O)c3cccs3)CC2)CC1 | . | -6% | 0% | 59%[activator] | -5% | -9% | 4% | -10% | 14%[59 µM]
5 | C/C(Cn1nc([N+](=O)[O-])cc1C)=N\NC(=O)COc1ccc(Cl)cc1Cl | -2% | -18% | -11% | 26% | -2% | -20% | 33% | -15% | 1%[59 µM]
6 | CC(=O)c1c(C)[nH]c(C(=O)N2CCc3ccccc32)c1C | -10% | -2% | ? | -11% | 1% | -2% | -3% | -4% | -43%[12.7 µM]
7 | CCOC(=O)Cn1c(=O)oc2cc(S(=O)(=O)N3CCCc4ccccc43)ccc21 | -4% | 70%[activator] | 2% | -7% | -6% | -1% | 11% | -5% | 19%
8 | CCOC(=O)CSc1nnc(NC(=O)c2cccc(S(=O)(=O)N3CCCCC3)c2)s1 | -5% | -2% | 2% | 2% | -2% | -7% | -24% | -5% | -36%[12.7 µM]
9 | N#CCc1nc(CSc2nc3ccccc3s2)cs1 | 6% | 3% | 7% | -21% | -11% | -12% | ? | -35% | ?
10 | CCCCCNC(=O)Cc1cc(=O)[nH]c(=O)[nH]1 | -2% | -7% | 10% | 31%[activator] | 2% | -17% | -1% | 1% | 19%[59 µM]
11 | Nc1cccc(Nc2ccccc2)c1 | 14% | ? | ? | 19% | -1% | -4% | -1% | -1% | .
12 | CCC(CO)Oc1cc(NC(=O)c2cccc3ccccc23)c2ncn(C(C)C)c2c1 (stereo unspecified) | -19% | . | . | ? | . | -3% | . | -14% | .
13 | Cc1noc(C)c1COc1cccc(C(=O)NC(C)(C)C)c1 | -5% | -10% | 4% | 18% | 0% | -6% | 0% | 16% | 9%
14 | CN(CC(=O)Nc1ccc(N2CCOCC2)cc1)C(=O)C1CCCC1 | 3% | -3% | -15% | 13% | -3% | -5% | 1% | 2% | -20%
15 | CC1CCc2nc3ncn(Cc4ccccc4F)c(=O)c3cc2C1 (stereo unspecified) | . | -6% | -2% | 43%[activator] | 0% | -15% | 34% | -7%[60.1 µM] | 14%[59 µM]

# Record cards, from the list above. Values in the order: APE1 inh, Anesthetic bind, BAZ2B block, POLI inh, BLM inh, POLH inh, Pol beta inh, Pol kappa inh, G9a block
# CC(=O)c1c(C)[nH]c(C(=O)N2CCc3ccccc32)c1C as listed: -10%, -2%, ?, -11%, 1%, -2%, -3%, -4%, -43%[12.7 µM]
# COc1cc(OC)cc(C(=O)NNC(=O)CCc2ccccc2)c1 as listed: 29%, -7%, -6%, -2%, 1%, -6%, 8%, 1%, .
# COC(=O)c1ccc(Oc2nc(NC(C)(C)C)nc(N3CCOCC3)n2)cc1 as listed: -4%, -2%, -1%, ., -2%, ., -2%, ., 19%
# Nc1cccc(Nc2ccccc2)c1 as listed: 14%, ?, ?, 19%, -1%, -4%, -1%, -1%, .

# New compounds follow:
cpd | Molecule | APE1 inh | Anesthetic bind | BAZ2B block | POLI inh | BLM inh | POLH inh | Pol beta inh | Pol kappa inh | G9a block
16 | Cc1cccc(NC(=O)/C(C#N)=C/c2ccc(Cl)cc2)n1 | 2% | -10% | -12% | 10% | -5% | -21% | -17% | 5% | -31%
17 | O=C(OCCN1C(=O)c2ccccc2C1=O)c1cc2ccccc2o1 | 4% | ? | 0% | 7% | -6% | -9% | 35% | -6% | 3%
18 | Cc1ccc(-c2cc(=O)c3cc(C)ccc3[nH]2)cc1 | -3%[120 µM] | 0%[163 µM] | -6% | ? | -5%[120 µM] | -1% | 14% | -12%&-3% | ?
19 | O=C(O)Cc1sc(Nc2ccccc2Cl)nc1-c1ccccc1 | . | -12% | -22% | ? | 1% | -8% | 21% | 2% | -4%[59 µM]
20 | O=C(NCCSCc1ccccc1)c1cc(S(=O)(=O)N2CCOCC2)ccc1F | 0% | -21% | 1% | 34%[activator] | -3% | -11% | 0% | 11% | 6%[12.7 µM]
21 | O=S(=O)(Nc1ccc(N2CCCCC2)cc1)c1cccs1 | -3% | ? | ? | 19% | -8% | 3% | 7% | -5% | 35µM*
22 | COc1ccc(C(C)(C)C)cc1NC(=O)C1CC=CCC1C(=O)O (stereo unspecified) | -7% | ? | -6% | 10% | 2% | 7% | -1% | 3% | ?
23 | NS(=O)(=O)c1ccc(CCNC(=O)COC(=O)C2CCC2)cc1 | -7% | -1% | -23% | -1% | -4% | -26% | 38% | 3% | 41%
24 | O=C(Nc1nccs1)c1cccnc1 | 51% | 8% | -24% | 122%[activator] | -1% | -10% | 24% | -7% | 28%
25 | COc1ccc(-c2noc(CSCC(=O)Nc3cccc(C(F)(F)F)c3)n2)cc1OC | . | -11% | -2% | 4% | -3% | -11% | -19% | -25% | 5%[59 µM]
26 | O=C(NC1CCCCC1)c1cc(C(=O)c2ccccc2Br)c[nH]1 | 1% | -14% | -7% | -7% | 0% | -8% | 9% | 11% | -4%
27 | CN1c2ccc([N+](=O)[O-])cc2N(C)C1(C)c1ccccc1 (stereo unspecified) | -14% | -16% | 8.9µM* | 2% | -12% | -9% | -1% | -6% | .
28 | Cc1ccc2cc(C3CC(c4ccco4)=NN3S(=O)(=O)c3ccccc3)c(Cl)nc2c1 (stereo unspecified) | -4% | -5% | -38% | 1% | -3% | -5% | 12% | -7%[60.1 µM] | 50µM*
29 | COc1ccc(/C=N/NS(=O)(=O)c2ccc(F)cc2)cc1COc1cc(F)ccc1[N+](=O)[O-] | 1% | ? | -19% | -16% | -2% | -16% | 1% | 1% | 6.3µM*
30 | CCCCCCNC(=O)Cc1ccc(Br)cc1 | 3% | -16% | 3% | 23% | 1% | -21% | 0% | 3% | -3%
31 | CCOc1ccc(S(=O)(=O)NCC(c2ccc(N(C)C)cc2)N2CCc3ccccc32)cc1 (stereo unspecified) | . | 64%[activator] | 6.3µM* | -5% | -9% | -25% | 73% | -9%[60.1 µM] | ?
32 | CC1(C)C(=O)NCCN1C(=O)CSc1nccc(-c2ccc(Br)cc2)n1 | -2% | -10% | -5% | 37%[activator] | -11% | -7% | -1% | -4% | -3%[59 µM]
33 | COc1cccc(NC(=O)C2CCCN(c3ncnc4c3nc3n4CCCCC3)C2)c1 (stereo unspecified) | 0% | -10% | -14% | 62%[activator] | -1% | -13% | -10% | -6% | .
34 | O=C(CCc1nc2ccccc2c(=O)[nH]1)OCC(=O)c1cccc(Cl)c1 | 13% | -9% | -29% | 17% | -2% | -12% | 17% | -15% | ?
35 | CCOC(=O)N1CCN(C(=O)Cc2ccc(C)cc2)CC1 | 0% | 5% | 4% | 14% | -1% | 2% | 8% | -7% | 5%[59 µM]
36 | O=C(NCc1cccs1)C12CC3CC(CC(C3)C1)C2 | 11% | ? | 1% | 12% | -7% | -15% | 23% | -3% | 21%
37 | CN1CCN(c2ncc3nc(-c4cc(F)cc(F)c4)c(=O)n(C)c3n2)CC1 | 1% | . | . | . | 3% | . | . | 1%[60.1 µM] | 6%[0.501 µM]
38 | O=C(O)CN1C(=O)/C(=C\C(Br)=C\c2ccccc2)SC1=S | -11% | -8% | 45µM* | ? | -5% | 8.9µM* | ? | ? | 41%[0.501 µM]
39 | O=C1N[C@@H](Cc2c[nH]c3ccccc23)COC(=O)[C@@H](Cc2ccc(F)cc2)C/C=C\C[C@H]1CC(=O)N(CCO)Cc1ccccc1 | -23% | . | . | 0% | . | -14% | . | -4% | .
40 | Nn1c(SCc2ccc(F)cc2)nnc1-c1ccncc1 | 5% | -4% | -5% | 36%[activator] | -7% | -13% | -26% | 0% | ?
41 | CCCC(c1nnnn1CC1CCCO1)N1CCN(c2nc3ccccc3s2)CC1 (stereo unspecified) | 13% | -11% | -3% | -5% | -3% | 3% | -8% | -18% | -24%[59 µM]
42 | CCN1CNC(=S)N(c2ccccc2C)C1 | 2% | -6% | -2% | 8% | -2% | 3% | 38% | 6% | .
43 | O=C(NCCc1c[nH]c2ccccc12)C(F)(F)F | 3% | -16% | -3% | 18% | -4% | -1% | 18% | -6% | .
44 | CC(C)c1ccc(S(=O)(=O)N2CCC(C(=O)NCC3(N(C)C)CCCCC3)CC2)cc1 | 12% | -12% | -12% | 15% | 2% | -16% | 3% | 1% | -9%
45 | O=C(c1cnn2c(C(F)F)cc(C3CC3)nc12)N1CCOCC1 | -2% | -4% | 10% | 12% | 0% | 0% | 2% | 4% | -4%[59 µM]
46 | COc1nc(Nc2nc3ccccc3c(=O)[nH]2)nc2ccc(C)cc12 | 17% | 2% | -1% | ? | -8% | ? | -12% | -9% | 18%[59 µM]
47 | COc1cc(C(C)=O)ccc1OC(=O)C(C)N1C(=O)c2ccccc2C1=O (stereo unspecified) | -3% | -20% | -1% | ? | -3% | -14% | 12% | -2% | -2%[12.7 µM]

# Screen by screen, as entered above:
# Nos. 13 to 23 in Pol beta inh: 0%, 1%, 34%, -17%, 35%, 14%, 21%, 0%, 7%, -1%, 38%
# Nos. 13 to 23 in BAZ2B block: 4%, -15%, -2%, -12%, 0%, -6%, -22%, 1%, ?, -6%, -23%
